human PMI inhibition = MPI enzyme activity inhibition – biochemical, fluorescence intensity, coupled assay, primary screen (AID 1209). 0.42% of 190,000 active. one-dose inhibition, % at 20 µM; IC50 in µM for titrated hits. purified PMI enzyme, coupled fluorescence intensity; higher % means a stronger effect;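 further: plate controls were DMSO vehicle for no effect and wells lacking substrate for full effect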
MT stabilize HCS = microtubule stabilizers in HeLa cells; HeLa tubulin immunostaining HCS, 24 h; share of cells brighter than vehicle mean+2SD; 0.83% of 200,000 active; % tubulin-high responders, % at 10 µM;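 active means plate Z-score above 3 for both tubulin-high and condensed-nucleus cell shares, with cell loss under 80%, at 10 µM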;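 further: anti alpha tubulin signal scored within the nucleus-defined area of each cell; some results filed as inactive read as strong as hits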
Autophagy HCS = modulators of autophagy; MEF GFP-LC3 puncta imaging; test concentration mostly 10 µM; calls only at 10 µM (by protocol); 0.98% of 190,000 active;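 active means percentage of spot-positive cells more than 3 SD above its plate mean, without a fluorescence outlier flag or 80% toxicity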;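 further: spot-positive cell cutoff set from DMSO-treated cells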
Dynein cargo inh = blocks dynein driven cargo transport along microtubules. 0.47% of 220,000 active. AID 1381. z-score, hits read low. 3617.4 mouse cells, GR-EGFP nuclear translocation imaging; test concentration mostly 20 µM; stimulated with dexamethasone, 1 µM; active compounds read low;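 active means plate z-score of nuclear minus cytoplasmic receptor signal below a set negative limit, without overly bright fluorescence or cell loss, cut at about -3.5 in these data, passing the limit was not always enough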;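 further: z-score of nuclear minus cytoplasmic ring GR-EGFP intensity difference per well; some compounds called inactive have numbers as strong as hits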
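Buffer or medium: Induction medium lacking tetracycline, stripped serum | Also added: Dexamethasone agonist, 1.0 µM final, for 30 min | Timing: 48 h induction, 1 h compound, 30 min dex at 37 °C | Detection: Formaldehyde fixation, Hoechst nuclear stain, 10x automated fluorescence imaging | Measure: Nuclear versus cytoplasmic GR-EGFP signal, averaged per well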
human PMI inhibitors = human PMI inhibitors, high substrate, primary screen, biochemical, fluorescence intensity, high mannose 6-phosphate (AID 1220) | recombinant PMI enzyme, coupled fluorescence intensity; higher % means a stronger effect | inhibition, % at 20 µM, or IC50 in µM where a hit was titrated | 0.66% of 190,000 active
WT yeast gro inh = growth inhibition of WT yeast, mitochondrial fusion screen; mitochondrial fusion phenotypic screen, WT strain; inhibition, % at 10 µM; 2.1% of 190,000 active; in the data active means inhibition above about 58%; tested in S. cerevisiae
Yfh1-off respiration = mitochondrial function rescue without frataxin homolog – Friedreich's ataxia, plus single-dose screen, dose response (AID 1465); S. cerevisiae Yfh1-off respiration, WST-1 reduction, 72 h; higher fold induction means a stronger effect; one-dose fold induction at 50 µM; EC50 in µM for titrated hits; 0.074% of 220,000 active;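 active means fold induction of absorbance versus untreated yeast above a set limit, then at least 30% activation at any dose in follow-up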;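 further: activators that raise dye reduction in frataxin-depleted yeast; strong numbers were not always called active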
b-catenin transl = alters nuclear translocation of beta-catenin in HeLa cells. immunofluorescence imaging. AID 1665. 0.3% of 190,000 active. nuclear translocation activity, % at 5 µM;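 active means nuclear translocation activity above 50% at 5 µM, with a well cell count of 50 or more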;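 further: per-cell ratio of nuclear to cytoplasmic median beta-catenin stain intensity; plate controls were DMSO negative control for no effect and GSK-3 inhibitor IX positive control for full effect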
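Test system: human HeLa cells, native beta-catenin. Compound dosing: 5 µM primary single dose, 0.1% DMSO, 0.02–20 µM confirmation series. Incubation: compound exposure 24 h at 37°C. Detection: beta-catenin immunostaining with DAPI counterstain, 20x imaging, 6 fields/well. Read-out basis: Nuclear/cytoplasmic beta-catenin signal ratio, % activation.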
Ins promoter up = MIN6 insulin promoter up-regulation; MIN6 insulin promoter-GFP reporter, high-content imaging; active compounds read high; z-score at 5 µM; 0.3% of 190,000 active;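 active means z-score above 3 at 5 µM with at least 500 cells counted in the well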
WT yeast gro inh mutant strain = further read-out of WT yeast gro inh, marked with its call; inhibition, %; mitochondrial fusion phenotypic screen, mutant strain inhibition
Dynein cargo inh cytoplasmic EGFP = further read-out of Dynein cargo inh, marked with its call; z-score; measured here: cytoplasmic GR-EGFP intensity; active compounds read high
Dynein cargo inh nuclear GR-EGFP = further read-out of Dynein cargo inh, marked with its call; z-score; measured here: nuclear GR-EGFP intensity;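 lower value marks the stronger effect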
Dynein cargo inh cell count = further read-out of Dynein cargo inh, marked with its call; z-score; measured here: cell count per field
Ins promoter up cell count = also measured in Ins promoter up; calls as there; cell count; measured here: cytotoxicity, nuclei count;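 total cells summed across four imaged fields per well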
b-catenin transl cell count 5 µM = recorded beside b-catenin transl, whose call it bears; cell count; measured here: cell count, cytotoxicity flag
MT stabilize HCS Hoechst-high % = further read-out of MT stabilize HCS, marked with its call; % Hoechst-high responders; measured here: nuclear condensation Hoechst responders;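 share of cells brighter than vehicle mean plus two SD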
MT stabilize HCS cytotoxicity % = second read-out of MT stabilize HCS, no call of its own (marks repeat the call); toxicity, %; measured here: cytotoxicity by cell density;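 0% = mean cell density of plate MIN control wells and 100% = no cells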
Autophagy HCS cell loss 18 h = further read-out of Autophagy HCS, marked with its call; toxicity, %; measured here: cell loss, nuclei count;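 cell loss after 18 h compound exposure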
Numbers without * were called inactive; i = inactive; . = no result given. Unless noted, no stated cut-off is given here; in the data, active means inhibition above about 50%; inactive means the rest.

SMILES	human PMI inhibition	MT stabilize HCS	MT stabilize HCS Hoechst-high %	MT stabilize HCS cytotoxicity %	Autophagy HCS	Autophagy HCS cell loss 18 h	Dynein cargo inh	Dynein cargo inh cytoplasmic EGFP	Dynein cargo inh nuclear GR-EGFP	Dynein cargo inh cell count	human PMI inhibitors	WT yeast gro inh	WT yeast gro inh mutant strain	Yfh1-off respiration	b-catenin transl	b-catenin transl cell count 5 µM	Ins promoter up	Ins promoter up cell count
O=C(Nc1ccccc1)c1sc(Cl)nc1-c1ccccc1	4%	1.5	2.1	3.5	i	2	-0.26	-0.089	0.064	0.13	4%	-6	1	i	-0.9	985	-0.1	1404
COc1ccccc1OCc1ccc(C(=O)N2N=C(C(F)F)CC2(O)C(F)F)o1 (stereo unspecified)	-5%	1.5	0.8	6.2	i	26	0.26	-0.17	0.56	1.1	-7%	17	16	.	0.2	1189	-0.77	924
COc1cc2[nH]c(=S)n(Cc3ccc(F)cc3)c(=O)c2cc1OC	0%	1.8	2.0	9.8	i	14	-0.7	-0.19	-0.49	0.33	-10%	-12	-14	i	-7.2	1119	0.83	1562
COc1ccc(N2CCN(C(=O)CCNS(=O)(=O)c3ccccc3)CC2)cc1	6%	2.3	1.8	14	i	18	-0.8	-0.044	-0.32	0.5	8%	-11	-8	i	0.9	1007	-0.62	1541
CC(=O)c1ccc(NC(=O)C2CC(=O)N(C(C)C)C2)cc1 (stereo unspecified)	-8%	4.1	1.4	4.9	i	-39	-0.98	-0.29	-0.4	1	-6%	1	4	i	0.2	1531	-0.55	1432
O=C(c1c[nH]c2ccc(S(=O)(=O)N3CCC4(CC3)OCCO4)cc2c1=O)N1CCOCC1	15%	3.1	2.2	3.1	i	-5	0.45	-0.26	0.61	0.82	8%	-7	-7	i	2.1	1141	0.71	1343
CN(CCO)c1nc(N)c2c(N)nc3c(c2c1C#N)CC(=O)N3Cc1cccs1	14%	2.9	1.9	7.2	i	2	-0.22	-0.34	-0.18	0.15	34%	7	5	i	-1.7	1127	-0.41	1205
COCCCNC(=O)c1cc(=O)n(Cc2ccc(Cl)cc2)c2ccccc12	1%	4.4	2.1	8.7	i	21	-0.5	-0.22	-0.63	0.69	-2%	5	-12	i	2.7	1033	0.86	1273
CC(C)C(=O)N1N=C2CCCCC2C1(O)C(F)(F)F (stereo unspecified)	10%	2.4	2.8	7.3	i	-2	-0.62	-0.17	-0.69	0.55	8%	-18	-7	i	2.0	1094	0.76	1210
CC(=O)c1cc(OC(=O)N2CCOCC2)ccc1OC(=O)N1CCOCC1	1%	4.5	3.4	7.3	i	-2	-0.91	-0.25	-0.23	0.57	10%	2	15	i	-0.9	760	0.75	1358
CCCn1c(=O)c2ccccc2n2c(SCc3nnc(-c4ccccc4Br)o3)nnc12	-9%	1.2	1.4	0.4	i	-1	-0.08	-0.2	-0.23	0.004	-3%	6	17	i	0.9	1142	1.1	1214
Cc1[nH]nc(SCC(=O)N2CCC(C)CC2)c1[N+](=O)[O-]	10%	1.4	1.6	4.1	i	-3	0.5	-0.17	0.23	-0.36	5%	-24	3	i	.	.	.	.
CN1CCN(S(=O)(=O)c2cc([N+](=O)[O-])ccc2Cl)CC1	-2%	2.3	1.3	3.1	i	-22	0.87	-0.076	0.48	-0.67	-1%	30	12	i	-1.4	1059	0.11	1504
O=C(Nc1ccccc1N1CCOCC1)c1cccnc1	-5%	1.5	2.2	3.1	i	-2	-0.33	-0.21	-0.15	0.3	8%	-11	-3	i	1.5	1084	-0.01	1158
CS(=O)(=O)ON=C1CCN(S(=O)(=O)c2ccccc2)CC1	-20%	5.8	1.5	7.6	i	2	-0.18	-0.31	-0.11	0.22	-17%	-8	-7	i	0.2	1161	3.5*	1394*
O=C(COc1cccc2cccnc12)N/N=C/c1ccccc1O	.	.	.	.	.	.	1.6	-0.21	0.58	-0.93	.	.	.	i	1.6	1276	0.38	1008
CC(C)c1onc(C(=O)N2CCC(C(N)=O)CC2)c1[N+](=O)[O-]	.	.	.	.	.	.	-1.7	-0.21	-0.7	1.4	.	.	.	i	-0.7	1252	1.6	1045
COc1cc(NC(=O)C2CC(=O)NC3=C2C(=O)CC(C)(C)C3)c(OC)cc1Cl (stereo unspecified)	0%	4.2	3.5	4.9	i	-28	1.3	0.17	0.68	-1.7	-4%	-3	3	i	-5.2	1170	0.74	1158
Cn1c(=O)[nH]c(=O)c2c1nc(Br)n2CCSc1nnnn1-c1ccccc1	0%	2.6	1.5	5.4	i	4	-1.6	-0.29	-0.83	0.91	0%	3	-8	i	-3.3	1146	.	.
COc1ccc(NC(=O)C2C(=O)N(CCO)C3(C)CC2c2ccccc2O3)cc1 (stereo unspecified)	9%	2.5	1.5	3.7	i	14	-0.67	-0.2	-0.21	0.64	4%	-17	-2	i	-3.8	1007	0.34	1399
CCOC(=O)N1CCN(C(=O)CSc2nc3c(cnn3-c3ccccc3)c(=O)[nH]2)CC1	11%	2.3	3.1	14	i	1	-0.89	-0.19	-0.38	0.86	6%	18	6	i	-1.2	1167	0.55	828
CCC1(CC)C(=O)NC(=O)NC1=NCCc1ccc(O)cc1	11%	1.3	1.2	6.3	i	-3	0.069	-0.086	0.27	0.16	8%	11	6	i	-1.0	997	1.1	1890
Cc1ccc(NCCC(=O)c2ccc(Br)cc2)cc1	4%	1.9	1.4	1.7	i	4	-0.45	-0.17	-0.62	0.58	-5%	-2	3	i	-1.6	1403	0.24	1550
CCC(c1nnnn1CCc1ccccc1)N1CCN(c2ccc(OC)cc2)CC1 (stereo unspecified)	10%	3.4	1.2	2.7	i	28	0.099	-0.18	-0.17	0.12	13%	18	21	i	-9.4	1043	-0.28	1137
C#CCOCCOCCOCCNc1nc(N2CCN(C(=O)[C@H]([C@@H](C)CC)n3cc([C@@H](N)Cc4ccc(O)cc4)nn3)CC2)nc(N2CCN(C(=O)[C@H]([C@@H](C)CC)n3cc([C@@H](N)CC(C)C)nn3)CC2)n1	-17%	1.8	2.0	8.3	i	-8	-1.3	-0.35	-0.39	1.5	-16%	-13	-3	i	-2.0	1101	0.02	1479

Sorted by value in WT yeast gro inh mutant strain (highest first): some entries from above
Compound | WT yeast gro inh mutant strain
CN(CCO)c1nc(N)c2c(N)nc3c(c2c1C#N)CC(=O)N3Cc1cccs1 | 5
O=C(Nc1ccccc1)c1sc(Cl)nc1-c1ccccc1 | 1
Cn1c(=O)[nH]c(=O)c2c1nc(Br)n2CCSc1nnnn1-c1ccccc1 | -8

(continued)
SMILES	human PMI inhibition	MT stabilize HCS	MT stabilize HCS Hoechst-high %	MT stabilize HCS cytotoxicity %	Autophagy HCS	Autophagy HCS cell loss 18 h	Dynein cargo inh	Dynein cargo inh cytoplasmic EGFP	Dynein cargo inh nuclear GR-EGFP	Dynein cargo inh cell count	human PMI inhibitors	WT yeast gro inh	WT yeast gro inh mutant strain	Yfh1-off respiration	b-catenin transl	b-catenin transl cell count 5 µM	Ins promoter up	Ins promoter up cell count
CC1C=CCC2C(=O)N(c3ccccc3OC(=O)c3cccs3)C(=O)C12 (stereo unspecified)	-1%	5.5	1.6	5.4	i	5	-0.42	0.49	-0.22	0.28	2%	-13	-8	i	-1.3	1113	-0.19	1555
C/C(CC(=O)NCCCN1CCOCC1)=N\NC(=O)COc1ccc(Cl)cc1	5%	1.7	3.2	8.6	i	-8	-0.12	-0.22	-0.35	0.47	12%	-5	6	i	.	.	.	.
Cc1cccc(NC(=O)c2ccc(-c3ccccc3[N+](=O)[O-])o2)c1	1%	1.7	2.3	3.3	i	-2	-0.41	0.34	0.3	0.87	14%	32	35	i	-0.6	901	0.47	1495
Cc1ccc(C(c2nnnn2Cc2cccs2)N2CCN(Cc3ccc4c(c3)OCO4)CC2)cc1 (stereo unspecified)	15%	3.4	1.4	9.5	i	-4	-0.39	-0.29	0.4	0.14	12%	6	-7	i	-0.1	983	-1.2	734
CCOc1ccc(C(=O)NCC2CCCO2)cc1 (stereo unspecified)	7%	3.9	1.6	4.7	i	7	0.68	-0.19	0.51	-0.097	8%	8	12	i	0.6	1080	0.02	1719
O=C(c1ccccc1F)N1CCN(c2ccccc2)CC1	13%	2.5	1.6	2.6	i	-3	-1.3	0.12	-0.47	-0.18	11%	-2	9	i	-0.2	1031	0.02	1883
O=C(c1ccc(-n2cnnn2)cc1)N(C1CCCCC1)C1CCCCC1	-9%	2.4	2.2	12	i	-24	0.075	-0.29	0.042	0.36	-17%	8	12	i	-1.0	1091	-0.75	1352
Nn1c(SCc2cccc(Oc3ccccc3)c2)nnc1C(F)(F)F	4%	3.3	1.6	11	i	-18	-0.29	-0.24	0.37	0.64	4%	5	-4	i	-0.9	581	0.19	1349
Cc1ccc(C(=O)O)cc1NC(=O)c1ccc(Cn2nc(C)c(Cl)c2C)o1	-32%	3.0	2.6	2.1	i	1	-0.72	-0.2	-0.45	0.24	-12%	-9	14	i	-1.7	1101	-0.18	1327
CCCCSc1nc(C(=O)O)cc(=O)[nH]1	.	.	.	.	.	.	-0.15	-0.2	-0.087	-0.55	.	.	.	i	0.0	1297	0.99	1319
O=C1NCCN(Cc2ccc(Cl)c(F)c2)C1CC(=O)N1CCCCO1 (stereo unspecified)	-1%	1.3	1.6	5.1	i	19	0.56	-0.017	0.5	-2	41%	-3	-13	i	-2.1	959	.	.

Screening data as filed in PubChem BioAssay.

Rows were taken by chance; any-hit rate near 5%.
